Compound activity: PubChem, several laboratories
TMEM16A inh = inhibitors of mouse TMEM16A calcium-activated chloride channel; HEK293 TMEM16A/YFP iodide influx fluorescence, ionomycin; Q8BHY3; normalized B-score (activity score, 25-100; higher = stronger inhibition) at 10 µM; 310,000 compounds, 1.2% hits; AID 588511;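 active means ratio plate-corrected score three or more library SD toward inhibition, starting fluorescence score within five deviations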;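 further: score derived from kinetic fluorescence span divided by baseline fluorescence per well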
SKKanGAS inh = blocks kanamycin growth of S. pyogenes SKKanGAS strain; 300,000 compounds, 1.3% hits; BacTiter-Glo, 6 h; inhibition, % at 7.5 µM; AID 1662;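 active means mean replicate score, as percent of positive control median, at least 50; inconclusive means mean below 50 but one replicate at or above 50; inactive means mean and every replicate below 50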;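 further: strain carries kanamycin resistance gene driven by streptokinase promoter and grows in 40 µg/ml kanamycin; loss of luminescence reflects streptokinase promoter inhibition or plain growth inhibition; 0% = median of DMSO wells and 100% = positive control at its reference dose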
RGS4 pot = potentiators or activators of RGS4. HEK293 M3R/inducible RGS4, carbachol calcium flux Fluo4; hits give low values. B-score at 10 µM. 310,000 compounds, 0.92% hits. AID 463111;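 active means B-score of the integrated calcium signal more than 4 SD below the library mean, with starting fluorescence not abnormally high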;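 further: negative B-score means reduced calcium response which marks RGS4 activation or potentiation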
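Material: Inducible-RGS4 HEK293 cells carrying M3 receptor; also added: carbachol at ECmax as muscarinic agonist stimulus; incubation: compound preincubation 20 min at room temperature before agonist; signal: Fluo4-AM (2 µM) calcium-flux fluorescence, kinetic read; measure: integrated calcium ratio converted to B score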
TMEM16A act = activators or potentiators of mouse TMEM16A chloride channel; Q8BHY3; 340,000 compounds, 0.3% hits; HEK293 TMEM16A/YFP-H148Q/I152L, iodide quench fluorescence; hits give low values; B-score at 10 µM;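 active means fluorescence-ratio B-score plate-corrected deviation score at least 3 library SD below zero, with starting fluorescence score within 5 deviations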;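 further: channel opened by trigger with iodide after compound preincubation; score built on the fluorescence ratio of max minus min over baseline; more negative score means more quench and so TMEM16A activation or potentiation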
TRPC6 inh = inhibitors of mouse TRPC6 channel; B-score at 10 µM; 310,000 compounds, 1.1% hits; Q61143; HEK293-TRPC6, membrane potential dye, ACh-evoked depolarization; hits give low values;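 active means B-score under library mean minus 3 SD, initial fluorescence not abnormally high, positive integrated signal ratio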;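 further: B-score derived from integrated fluorescence ratio over the kinetic read; more negative B-score means stronger inhibition of depolarization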
RGS4 inh = inhibitors of human RGS4 | 310,000 compounds, 0.45% hits | B-score at 10 µM | HEK293 M3R/RGS4 inducible, Fluo-4 calcium flux; hits give high values; triggered by carbachol at its EC20;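 active means B-score, a plate-corrected calcium signal, over three deviations above library mean, with baseline fluorescence within five deviations of library mean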;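 further: RGS4 expression induced by doxycycline in cells with stable M3 receptor; B-score is computed from the integrated fluorescence ratio over baseline after carbachol; higher B-score means a larger calcium signal and so more RGS4 inhibition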
Target sequence (P49798 whole entry, looked up): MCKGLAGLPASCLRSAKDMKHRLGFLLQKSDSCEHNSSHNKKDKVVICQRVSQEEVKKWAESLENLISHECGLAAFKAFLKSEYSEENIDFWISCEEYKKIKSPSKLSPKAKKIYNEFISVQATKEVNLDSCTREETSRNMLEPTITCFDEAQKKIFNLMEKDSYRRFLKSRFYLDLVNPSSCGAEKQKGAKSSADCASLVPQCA
MrgX1 antagonist = human MrgX1 receptor antagonism, primary screen | Q96LB2 | MRGX1-HEK293 calcium flux, Fluo-4, BAM8-22 antagonism; hits give low values | B-score at 10 µM | 310,000 compounds, 1.3% hits;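 active means calcium-response B-score plate-corrected more than 3 library SD below zero, starting fluorescence within 5 deviations, no agonist response on first addition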;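 further: peak minus trough fluorescence over baseline after final BAM8-22 challenge near maximal dose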
Target sequence (Q96LB2 whole entry, looked up): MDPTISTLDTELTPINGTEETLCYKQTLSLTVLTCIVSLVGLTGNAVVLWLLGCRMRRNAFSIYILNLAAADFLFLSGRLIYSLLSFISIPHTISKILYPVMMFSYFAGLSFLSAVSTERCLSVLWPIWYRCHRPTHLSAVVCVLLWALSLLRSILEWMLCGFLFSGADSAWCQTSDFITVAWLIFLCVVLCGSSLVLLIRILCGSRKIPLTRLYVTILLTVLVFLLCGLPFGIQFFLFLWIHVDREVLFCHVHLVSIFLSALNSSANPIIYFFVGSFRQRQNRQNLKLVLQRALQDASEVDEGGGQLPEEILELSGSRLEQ
HDAC3 inhib = blocks human histone deacetylase 3 | O15379 | recombinant HDAC3, fluorogenic peptide/trypsin coupled, fluorescence | inhibition, % at 8.3 µM | 320,000 compounds, 0.15% hits; in the data active means inhibition above about 26%, passing the limit was not always enough; inconclusive means no clear call, values can overlap the other calls
Target sequence (O15379 whole entry, looked up): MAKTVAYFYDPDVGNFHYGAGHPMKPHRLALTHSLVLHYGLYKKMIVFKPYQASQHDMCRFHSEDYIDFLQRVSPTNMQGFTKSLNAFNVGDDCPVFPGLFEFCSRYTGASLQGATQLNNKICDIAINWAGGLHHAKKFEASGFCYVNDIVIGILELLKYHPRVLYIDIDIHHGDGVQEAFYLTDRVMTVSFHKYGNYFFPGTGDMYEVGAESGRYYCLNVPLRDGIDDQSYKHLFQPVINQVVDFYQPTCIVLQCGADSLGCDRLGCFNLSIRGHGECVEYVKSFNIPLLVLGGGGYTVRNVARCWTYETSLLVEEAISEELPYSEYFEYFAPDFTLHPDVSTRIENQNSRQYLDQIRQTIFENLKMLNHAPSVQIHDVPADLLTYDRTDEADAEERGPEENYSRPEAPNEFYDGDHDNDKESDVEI
TRPC6 activator = mouse TRPC6 channel activation; HEK293-TRPC6 membrane potential dye fluorescence; hits give high values; B-score at 10 µM; Q61143; 310,000 compounds, 0.13% hits;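 active means B-score of the integrated fluorescence ratio above library mean plus 3 SD, and starting fluorescence ratio within library mean plus 5 SD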;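 further: higher score means more depolarization so channel activation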
MrgX1 ag = activates human MrgX1 receptor signaling; Q96LB2; MrgX1-HEK293 cells, Fluo-4 calcium fluorescence, agonist mode; hits give high values; B-score at 10 µM; 310,000 compounds, 0.44% hits; AID 588627;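 active means calcium response B-score plate-corrected fluorescence ratio at least 3 library SD, with starting fluorescence B-score inside 5 SD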
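Assay system: MrgX1-expressing HEK293 cells / Amount: fifteen thousand cells per well / Doses: test compound in the initial addition of three / Timing: cells plated overnight, dye loaded 0.5 h 37 °C, 0.5 h room temperature / Technique: kinetic calcium dye fluorescence, Fluo-4 NW / Control set: positive and negative controls per plate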
MrgX1 PAM = allosterically activates human MrgX1 receptor signaling | B-score at 10 µM | 310,000 compounds, 0.63% hits | MrgX1-HEK293, Fluo-4 calcium flux, FDSS; hits give high values;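 active means plate-corrected calcium response at least 3 library SD above typical, normal starting fluorescence, not activating the receptor alone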;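 further: compound read alongside a low EC10 to EC30 dose of BAM8-22 agonist; peak minus trough fluorescence over baseline measured at the second addition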
An asterisk follows results filed as active; i = inactive; u = inconclusive; x = no result given.

compound | TMEM16A inh | SKKanGAS inh | RGS4 pot | TMEM16A act | TRPC6 inh | RGS4 inh | MrgX1 antagonist | HDAC3 inhib | TRPC6 activator | MrgX1 ag | MrgX1 PAM
O/N=C\c1cnc(N2CCN(c3ccccc3)CC2)s1 | i | -3 | i | i | i | i | i | -7 | i | i | i
CN(C)CCCn1cnc2c(c1=N)C(c1ccccc1)c1ccc3ccccc3c1O2 (stereo unspecified) | i | 0 | i | i | i | i | i | 4 | i | i | i
C/C(=N\NC1=NCCN1)c1ccccc1 | i | -4 | i | i | i | i | i | 2 | i | i | i
CC(C)N(NC(=O)c1cccc2ccccc12)C(C)C | i | 1 | i | i | i | i | i | -1 | i | i | i
Cc1ccc(-n2c3c(c(=O)[nH]c2=O)C(NS(=O)(=O)c2ccc(C)cc2)(C(F)(F)F)C(=O)N3)cc1 (stereo unspecified) | i | 0 | i | i | i | i | i | 2 | i | i | i
CC[C@H](C)[C@H](NC(=O)CNC(=O)COc1cc2c(c3oc(=O)cc(C)c13)CCC(C)(C)O2)C(=O)O | i | 0 | i | i | i | i | i | -132 | i | i | i
N#Cc1cc(Sc2ccccn2)c([N+](=O)[O-])cc1C#N | i | 9 | i | i | -8.3* | i | i | 3 | i | i | i
CCCC(C)c1nnc(NC(=O)c2cc(C(=O)OC)cc([N+](=O)[O-])c2)s1 (stereo unspecified) | i | -6 | i | i | i | i | i | 7 | i | i | i
CCc1ccc(NS(=O)(=O)c2ccc3[nH]cc(C(=O)N4CCCCC4)c(=O)c3c2)cc1 | i | 3 | i | i | i | i | i | -3 | i | i | i
COc1cc(C2CC(C(F)(F)F)n3ncc(C(=O)O)c3N2)cc(OC)c1OC (stereo unspecified) | i | 1 | i | i | i | i | i | -10 | i | i | i
CC(C)(C)CN1CCC(Oc2cccc(C(=O)NCCCOc3cccnc3)c2)CC1 | i | 3 | i | i | i | i | i | -3 | i | i | i
CCOC(=O)/C(C#N)=N/Nc1ccccc1C#N | i | -2 | i | i | i | i | i | -4 | i | i | i
O=C(NC(=S)Nc1ccccn1)c1cncc(Br)c1 | i | -6 | i | i | i | i | i | 5 | i | i | i
CCOc1cccc(C(c2c(C)n(C)n(-c3ccccc3)c2=O)c2c(C)n(C)n(-c3ccccc3)c2=O)c1OC | i | 5 | i | i | i | i | i | -3 | i | i | i
Cc1ccc(-c2nn(-c3ccccc3)cc2C2CC(c3cccs3)=NN2C(=O)CCC(=O)O)cc1 (stereo unspecified) | i | 20 | i | i | i | i | i | -10 | i | i | i
Cc1nn(-c2ccccc2)c(N2CCCC2)c1/C=N/NC(=O)c1ccccc1O | i | 5 | i | i | i | i | -7.2* | -1 | i | i | i
O=C(Cn1c(C(F)(F)F)nc2ccccc21)N/N=C/c1ccco1 | i | 10 | i | i | i | i | i | 9 | i | i | i
COc1cc(NC(=O)CN2CCN(CC(=O)Nc3ccccc3OC)CC2)cc(OC)c1 | i | 1 | i | i | i | i | i | -8 | i | i | i
Cc1ccc(NC(=O)C(C)OC(=O)c2n[nH]c3ccccc23)cc1 (stereo unspecified) | i | -7 | i | i | i | i | i | -3 | i | i | i
CCCCNC(=O)CN(c1cccc(F)c1)S(C)(=O)=O | i | -1 | i | i | i | i | i | -5 | i | i | i
O=S(=O)(c1cccc(-c2cn3ccccc3n2)c1)N1CCCCC1 | i | -3 | i | i | i | i | i | 6 | i | i | i
S=C(Nc1ccccc1Cl)N1CCC(c2ccccc2)C1 (stereo unspecified) | i | -6 | i | i | i | i | i | -1 | i | i | i
O=C(N/C(=C\c1ccccc1)C(=O)N1CCOCC1)c1ccco1 | i | 0 | i | i | i | i | i | 5 | i | i | i
CCOC(=O)c1sc2nc(CC(=O)OC)nc(N(C)CCc3ccccn3)c2c1C | i | -4 | i | i | i | i | i | 0 | i | i | i
COCCN(C(=O)C1CC1)c1nnc(-c2ccc(C)cc2)s1 | i | -2 | i | i | i | i | i | 3 | i | i | i
C=CCC(NCc1ccccc1)c1ccc(C)o1 (stereo unspecified) | i | 4 | i | i | i | i | i | 1 | i | i | i
CCC(=O)c1ccc(OCC(=O)OCC(=O)NC2CCCCCC2)cc1 | i | -10 | i | i | i | i | i | 3 | i | i | i
CC(C(=O)NC1CCCCC1)N1CCN(C)CC1 (stereo unspecified) | i | -5 | i | i | i | i | i | 6 | i | i | i
Cn1c(SCCCC(=O)c2ccc(F)cc2)nnc1-c1ccncc1 | i | -7 | i | i | i | i | i | 0 | i | i | i
Cn1cnc(S(=O)(=O)NCc2ccc(Br)cc2)c1 | i | -17 | i | i | i | i | i | 2 | i | i | i
COc1ccc(S(=O)(=O)Nc2cc(C)ccc2OC)cc1C | i | -3 | i | i | i | i | i | 0 | i | i | i
O=C(CCn1c(=O)oc2ccccc21)NCCC1=CCCCC1 | i | -5 | i | i | i | i | i | 1 | i | i | i

Random excerpt: 2 entries already listed.
compound | TMEM16A inh | SKKanGAS inh | RGS4 pot | TMEM16A act | TRPC6 inh | RGS4 inh | MrgX1 antagonist | HDAC3 inhib | TRPC6 activator | MrgX1 ag | MrgX1 PAM
O=C(CCn1c(=O)oc2ccccc21)NCCC1=CCCCC1 | i | -5 | i | i | i | i | i | 1 | i | i | i
CC(C(=O)NC1CCCCC1)N1CCN(C)CC1 (stereo unspecified) | i | -5 | i | i | i | i | i | 6 | i | i | i

Other records follow:
compound | TMEM16A inh | SKKanGAS inh | RGS4 pot | TMEM16A act | TRPC6 inh | RGS4 inh | MrgX1 antagonist | HDAC3 inhib | TRPC6 activator | MrgX1 ag | MrgX1 PAM
O=C1CC(N(CCc2ccccc2)C(=S)Nc2ccccc2)C(=O)N1c1ccc(Br)cc1 (stereo unspecified) | i | 69* | i | i | i | i | i | 7 | i | i | i
CCOc1ccc(-c2nc3n(c(=O)c2C#N)CCS3)cc1 | i | 23 | i | i | i | i | i | -5 | i | i | i
O=C(O)c1cc(N2C(=O)C3C4C=CC(C4)C3C2=O)ccc1N1CCOCC1 (stereo unspecified) | i | -9 | i | i | i | i | i | 4 | i | i | i
CCC(=O)Nc1c(S(=O)(=O)c2ccccc2)c2nc3ccccc3nc2n1Cc1ccccc1 | i | 2 | i | i | i | i | i | -34 | i | i | i
CCc1ccc(S(=O)(=O)/N=C2\C=C(Nc3ccc(C(=O)O)cc3)C(=O)c3ccccc32)cc1 | 100* | 96* | i | i | -6.9* | i | -7.7* | 12 | i | i | i
Cc1ccc(NC(=O)c2ccccc2SCC(=O)N2CCCC2)cc1S(=O)(=O)N(C)C | i | -1 | i | i | i | i | i | -1 | i | i | i
COc1ccc(-c2cc(C(=O)Nc3cccnc3Cl)no2)cc1 | i | 1 | i | i | i | i | i | -3 | i | i | i
O=C(CNC(=O)c1cccc(F)c1)OCC(=O)N1CCCc2ccccc21 | i | 7 | i | i | i | i | i | -4 | i | i | i
CCn1c(COc2ccccc2C)nnc1SCC(=O)CC(=O)Nc1ccccc1 | i | 44 | i | x | i | i | i | 4 | i | i | i
Cc1cc(C)c(C(=O)CSc2nc(C)cc(C)c2C(N)=O)c(C)c1 | i | -8 | i | i | i | i | i | 5 | i | i | i
COc1ccc(C(=O)Nc2c3c(nn2-c2ccc([N+](=O)[O-])cc2)CS(=O)(=O)C3)cc1 | i | 52* | i | i | i | i | i | 3 | i | i | i
CSc1cccc(CN2CCC(CO)(Cc3cccc(C(F)(F)F)c3)CC2)c1 | i | 2 | i | i | i | i | i | 5 | i | i | i
Cc1nn(CC(=O)Nc2ccc(C(=O)N3CCCC3)cc2)c(=O)c2ccccc12 | i | 3 | i | i | i | i | i | 0 | i | i | i
CCn1c(SCC(=O)Nc2ccccc2Cl)nnc1C1CC1 | i | -7 | i | i | i | i | i | 2 | i | i | i
O=C(O)c1ccc(-n2nncc2-c2ccccc2)cc1 | i | 1 | i | i | i | i | i | -2 | i | i | i
Cc1ccc(S(=O)(=O)N/N=C\c2cc3c(cc2Br)OCO3)cc1 | i | 14 | i | i | i | i | i | 4 | i | i | i
CCOC(=O)C1=C(C)Nc2ncnn2C1c1cc(OC)ccc1OC (stereo unspecified) | i | -2 | i | i | i | i | i | -5 | i | i | i
CCc1cc(=O)oc2cc(C)cc(OC(C)C(=O)NC(Cc3c[nH]c4ccc(O)cc34)C(=O)O)c12 (stereo unspecified) | i | -1 | i | i | i | i | i | -3 | i | i | i
CC1CCCCC12NC(=O)N(CC(=O)c1ccc[nH]1)C2=O (stereo unspecified) | i | 7 | i | i | i | i | i | 2 | i | i | i
CCC(CC)=C(C#N)C(=O)NC1CCCCC1 | i | 3 | i | i | i | i | i | -7 | i | i | i
CC(C)Oc1ccc(C(=O)NC(=S)Nc2ccc(CN3CCOCC3)cc2)cc1 | i | 6 | i | i | i | i | i | u | i | i | i
CCC1=Nc2cc(C(=O)NCC3CCCO3)ccc2Sc2ccc(Cl)cc21 (stereo unspecified) | i | 7 | i | i | i | i | i | 3 | i | i | i
COc1ccc(CNC(=O)COC(=O)CCc2c[nH]c3ccccc23)cc1 | i | -20 | i | i | i | i | i | 2 | i | i | i
CCOC(=O)C1CCCN(C(=O)c2cccc(S(=O)(=O)N(C)c3c(C)n(C)n(-c4ccccc4)c3=O)c2)C1 (stereo unspecified) | i | 19 | i | i | i | i | i | 0 | i | i | i
COc1ccc(N=C2SCC(=O)N2c2ccc(OC)cc2)cc1 | i | -4 | i | i | i | i | i | 0 | i | i | i
c1ccc2c(c1)nc1sccn12 | i | -4 | i | i | i | i | i | -3 | i | i | i
COC(=O)c1c(O)cc(=O)n2c1CCCCC2 | i | -1 | i | i | i | i | i | -1 | i | i | i
O=C(CN1C(=O)COc2ccccc21)N1CCCC1 | i | -5 | i | i | i | i | i | -3 | i | i | i
COc1cccc(CC2(CO)CCCN(CC3=Cc4cc(OC)ccc4OC3)C2)c1 (stereo unspecified) | i | 1 | i | i | i | i | i | 1 | i | i | i

No enrichment for hits; about 6.7% have a hit in one of these screens.
